From PubChem
mcGAS lum = blocks mouse cGAS activity. Q8C6L5. recombinant cGAS, Kinase-Glo ATP depletion luminescence. inhibition, % at 12.5 µM. 160,000 tested, 0.15% active;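 note: 0% = negative control wells and 100% = reference inhibitor with no enzyme activity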
NPYLR7 agonist = activates Aedes aegypti NPYLR7 receptor; HEK293T NPYLR7/Galpha15, GCaMP6s calcium fluorescence; activation, % at 10 µM; 270,000 tested, 0.15% active; AID 1259423; in the data active = activation above about 40%;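 note: 0% = vehicle and 100% = reference agonist at the receptor; some compounds past the cut are filed as inactive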
hcGAS lum = human cGAS inhibition; 290,000 tested, 0.081% active; inhibition, % at 12.5 µM; recombinant h-cGAS, ATP depletion, Kinase-Glo luminescence;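 note: 0% = vehicle reaction and 100% = reaction without DNA for no activity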
Target sequence (Q8N884 whole entry, looked up): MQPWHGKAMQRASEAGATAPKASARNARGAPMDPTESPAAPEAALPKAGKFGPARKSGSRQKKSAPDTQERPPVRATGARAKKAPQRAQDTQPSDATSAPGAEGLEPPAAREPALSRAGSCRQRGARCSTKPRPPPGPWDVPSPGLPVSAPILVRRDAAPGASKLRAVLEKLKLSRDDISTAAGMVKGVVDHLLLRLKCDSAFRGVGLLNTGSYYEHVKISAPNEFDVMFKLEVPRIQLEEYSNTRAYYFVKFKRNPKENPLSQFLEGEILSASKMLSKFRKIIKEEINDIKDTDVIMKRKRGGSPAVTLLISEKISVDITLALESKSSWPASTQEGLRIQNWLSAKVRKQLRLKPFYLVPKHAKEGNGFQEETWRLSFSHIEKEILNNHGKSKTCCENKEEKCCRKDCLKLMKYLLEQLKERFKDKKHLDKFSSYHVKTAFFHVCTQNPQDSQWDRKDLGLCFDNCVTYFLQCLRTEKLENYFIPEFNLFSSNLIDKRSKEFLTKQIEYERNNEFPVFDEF
An asterisk follows results filed as active; . = no result given; & = joins results of further samples. Cut-off read from the data, not from the text of the source, unless noted: active = inhibition above about 40%; inactive = the rest.

#1 CCCc1c(C)nn(-c2ccc(C(=O)Nc3ccc(C(C)C)cc3)cc2)c1C
#2 CCc1cc2c(=O)n(NC(=O)Cc3cc(Cl)c4c(c3)OCCCO4)cnc2s1
#3 Cc1ccc(CC(=O)N(C)Cc2sccc2C)cc1F
#4 CC1C(=O)N(c2ccccc2F)CCN1C(=O)Nc1cccc(Cl)c1 (stereo unspecified)
#5 Cc1cc(NCCCN(C)C)n2nc(C)c(-c3ccccc3)c2n1
#6 CC(C)(C)C(=O)NCCc1nc2ccccc2n1Cc1ccc(Cl)cc1
Compound,1,2,3,4,5,6
hcGAS lum,-2,1,-5,1,-5,4
mcGAS lum,1,.,-14,-3,-8,-7
NPYLR7 agonist,-1,5,4,-2,-2,6

#7 CN(CC(=O)c1ccc(O)cc1)C(=O)c1cccc2cnccc12
#8 CCN(CC)CCC(C)OC(c1ccccc1)c1ccccc1 (stereo unspecified)
#9 CC(Sc1nc2ccccc2c(=O)n1CCC1=CCCCC1)C(N)=O (stereo unspecified)
#10 C=CCN1CCC(NC(=O)N(C)CCOc2ccc(F)cc2)CC1
#11 Cc1ccc(CNC(=O)N(Cc2ccc(F)cc2F)C2CC2)cn1
#12 Cc1cc(C)nc(C(C#N)C(=O)CC(C)c2ccccc2C)n1 (stereo unspecified)
Compound,7,8,9,10,11,12
hcGAS lum,-3,-5,0,-2,-7,-5
mcGAS lum,4,.,.,-14,.,.
NPYLR7 agonist,0,3,0,-1,9,2

#13 Cc1nn(CC(C)C)c(Cl)c1C(=O)N1CCN(C(=O)C2CC2)CC1
#14 CCCCCN(CC(=O)Nc1cc(-c2ccccc2)nn1-c1ccccc1)C(=O)c1ccc(OC)cc1OC
#15 Cc1cccc(-c2cn[nH]c2C2CCN(CC3CCOC3)CC2)c1 (stereo unspecified)
#16 O=c1c2cnc3nc(-c4ccc(Cl)cc4)nn3c2ccn1Cc1cccnc1
#17 CNC(=O)c1cccc(NC(=O)c2ccc(NC(=O)C34CC5CC(CC(C5)C3)C4)cc2)c1
#18 Cc1c(-c2cc(F)c3c(c2)CC(CN)O3)c(=O)n(C)c(=O)n1C (stereo unspecified)
Compound,13,14,15,16,17,18
hcGAS lum,-11,-6,-7,-1,-7,-1
mcGAS lum,.,-6,-11,.,-7,-3
NPYLR7 agonist,1,-8,11,2,1,-8

#19 C=CCC(O)(CC=C)c1ccc(CN(CCOC)Cc2cccs2)o1
#20 CC1CCN(Cc2nc3c(oc4ccccc43)c(=O)[nH]2)CC1
#21 c1ccc(CN2CCN(CCN3CCCC4(CCOCC4)C3)CC2)cc1
#22 CCNC(=O)C1(C)CCN1CCC(=O)c1ccc(C)cc1 (stereo unspecified)
#23 Cc1cc(C(=O)N2CCOC(COc3ccc4c(c3)CCCC4)C2)co1 (stereo unspecified)
#24 O=C(Nc1cc(C(F)(F)F)cc(C(F)(F)F)c1)N1CCCN(c2nc(Cc3ccc(Cl)cc3)ns2)CC1
Compound,19,20,21,22,23,24
hcGAS lum,-7,-16,-15,-10,-6,0
mcGAS lum,-4,.,-7,.,-8,-4
NPYLR7 agonist,12,4,.,4,23,.

#25 Cc1cc(C(=O)N2CCC(n3cnc4cc(C(F)(F)F)ccc43)CC2)no1
#26 CCOC(=O)c1cc(-c2ccc(OC)cc2)n(-c2ccc(C(=O)NCC3CCCO3)cc2)n1 (stereo unspecified)
#27 CCOP(=O)(c1ccccc1)C(C#N)C(C)=O (stereo unspecified)
#28 N#Cc1ncn(-c2ncc(C(F)(F)F)cc2Cl)n1
#29 O=C(c1cccnc1Cl)N1CCN(CC(OCc2c(F)cccc2F)c2ccc(Cl)cc2)CC1 (stereo unspecified)
#30 CCCOc1c(Cl)cc(C(=O)N2CCC(CN3CCOCC3)C2)cc1OC (stereo unspecified)
Compound,25,26,27,28,29,30
hcGAS lum,-7,0,-6,-5,-3,-15
mcGAS lum,-7,-4,.,.,-6,.
NPYLR7 agonist,3,3,3,-1,-2,12

Reformatted with bars between the fields: part of the list above.
item | SMILES | hcGAS lum | mcGAS lum | NPYLR7 agonist
27 | CCOP(=O)(c1ccccc1)C(C#N)C(C)=O (stereo unspecified) | -6 | . | 3
28 | N#Cc1ncn(-c2ncc(C(F)(F)F)cc2Cl)n1 | -5 | . | -1

Continued:
#31 CN(C)CCn1ccc2ccc(NC(=O)c3sccc3C#N)cc21
#32 COc1ccc(OCc2cc(C(=O)N3CCCC(CN4CCCC4=O)C3)no2)c(Cl)c1 (stereo unspecified)
#33 O=C(CCC1CCCN(Cc2ccccc2-c2ccco2)C1)Nc1ccccc1F (stereo unspecified)
#34 NS(=O)(=O)c1ccc(CCNCCC(=O)N2CCc3ccccc3C2)cc1
#35 COCC(C)Nc1ncnc2sc3c(c12)CCCC3 (stereo unspecified)
#36 CC1CC1C(=O)N1CCN(CCC(F)(F)F)CC1 (stereo unspecified)
Compound,31,32,33,34,35,36
hcGAS lum,-3,0,-6,-6,-3,-5
mcGAS lum,-1,1,-10,.,.,.
NPYLR7 agonist,-3,10,3,3,2,-10

#37 COc1cccc(-c2nnc3ccc(OCCNC(=O)Nc4ccc(C(C)C)cc4)nn23)c1
#38 CCOc1cc(/C=C(\C#N)c2nn(CCO)c(N)c2C#N)cc(Br)c1OC
#39 Cc1cccc(C(=O)NC(C(=O)NCc2ccco2)C2CCN(C(=O)c3ccco3)CC2)c1 (stereo unspecified)
#40 CN(CC(=O)Nc1ccc2c(c1)OCCCO2)Cc1cnn(-c2ccccc2)c1
#41 CC(C)NC(=O)C1CCN(C2CCN(Cc3cccn3-c3ncccn3)CC2)CC1
#42 COc1ccccc1C(=O)Nc1ccc(-c2nc3c(C)cccc3o2)cc1C
Compound,37,38,39,40,41,42
hcGAS lum,-3,-4,-2,-1,3&0,-2
mcGAS lum,-6,.,-4,-2,.,-9
NPYLR7 agonist,6,-1,0,-3,2&2,.

#43 Cc1ccc(O)c(CN2CCCn3cccc3C2c2ccccc2Cl)c1 (stereo unspecified)
#44 O=C(NCc1ccc(-c2ncc(-c3ccc(F)cc3)[nH]2)cc1)c1ccc(F)cc1
#45 Cc1ccc2nc(-c3cccc(NC(=O)c4cc([N+](=O)[O-])ccc4Cl)c3)oc2c1
#46 O=C(Cn1c(C(F)(F)F)nc2ccccc21)NN=Cc1ccc[nH]1
#47 CCN1CCN(S(=O)(=O)c2c(C)[nH]c(=O)[nH]c2=O)CC1
#48 CCc1ncc2c(n1)CN(C(=O)CSc1ncn[nH]1)C2
Compound,43,44,45,46,47,48
hcGAS lum,-3,-4,-3,-5,-4,-5
mcGAS lum,.,-5,-5,.,-10,-8
NPYLR7 agonist,1,0,-4,0,-12,0

#49 O=C(Cn1cccn1)Nc1ccc(Oc2ccc(F)cc2)cn1
#50 CC(C)CCC(c1ccccc1)N(C)C(=O)C1(C(N)=O)CC1 (stereo unspecified)
#51 Cc1cc(CS(=O)C(C)C(=O)NC(C)(C)C)no1 (stereo unspecified)
#52 O=C1c2ccccc2NC(c2cc(Br)ccc2OC(F)F)N1CC1CCCO1 (stereo unspecified)
#53 Cc1cccc(-c2cnc(-c3ccncc3)nc2C2CCN(C(=O)COc3ccccc3)CC2)c1
#54 CC1=C(C(=O)OCc2ccccc2)C(c2cccs2)C(C#N)C(=N)O1 (stereo unspecified)
Compound,49,50,51,52,53,54
hcGAS lum,-5,-3,-18,-9,-4,-3
mcGAS lum,-16,.,.,-6,-8,-2
NPYLR7 agonist,4,0,5,2,28,-8

Some of the entries above, reformatted.
entry	Compound	hcGAS lum	mcGAS lum	NPYLR7 agonist
51	Cc1cc(CS(=O)C(C)C(=O)NC(C)(C)C)no1 (stereo unspecified)	-18	.	5
49	O=C(Cn1cccn1)Nc1ccc(Oc2ccc(F)cc2)cn1	-5	-16	4
54	CC1=C(C(=O)OCc2ccccc2)C(c2cccs2)C(C#N)C(=N)O1 (stereo unspecified)	-3	-2	-8
53	Cc1cccc(-c2cnc(-c3ccncc3)nc2C2CCN(C(=O)COc3ccccc3)CC2)c1	-4	-8	28
52	O=C1c2ccccc2NC(c2cc(Br)ccc2OC(F)F)N1CC1CCCO1 (stereo unspecified)	-9	-6	2

Later entries
#55 CCC(C(=O)NC1CCN(c2ccccc2C(=O)NCc2ccc3c(c2)OCO3)CC1)c1ccccc1 (stereo unspecified)
#56 CCN(C(=O)Cn1nnc(-c2cccs2)n1)C1CCS(=O)(=O)C1 (stereo unspecified)
#57 COc1c(C)cc(C(=O)N2CCOC(COc3ccc(C)cc3)C2)cc1C (stereo unspecified)
#58 COc1cc(Cl)c(S(=O)(=O)N2CCCC2)cc1Cl
#59 Cc1ccc(S(=O)(=O)Nc2ccc3c(c2)CCC(=O)N3Cc2ccccc2)s1
#60 NS(=O)(=O)c1cc2c(cc1Cl)NC=NS2(=O)=O
Compound,55,56,57,58,59,60
hcGAS lum,-1,-5,-5,5,1,-4&3&1&0&-8
mcGAS lum,-2,-6,.,.,.,-6&-5
NPYLR7 agonist,-3,-4,18,1,12,0&-5&-18&-1&5

#61 Cc1nc([N+](=O)[O-])cn1CCC(=O)N1CCN(c2cccc(O)c2)CC1
#62 CCCCCCCCC(=O)N(CC(=O)NCC(=O)Nc1ccc(OC)cc1)Cc1ccccc1
#63 CC(C)CCNC(=O)C1=NN(C2CCS(=O)(=O)C2)C(=O)CC1 (stereo unspecified)
#64 CC(C)N(CC(=O)N(Cc1cccn1Cc1ccc(F)cc1)C1CCCCC1)C(=O)c1cc(Cl)cc(Cl)c1
#65 Cc1ccc(NC(=O)CC(=O)NCCSc2nccn2C)c(C)c1
#66 COc1ccc(C(CO)N(C)Cc2ccc(-n3cccn3)cc2)cc1 (stereo unspecified)
Compound,61,62,63,64,65,66
hcGAS lum,-5,-7,-3,1,1,-13
mcGAS lum,.,-5,-4,1,.,.
NPYLR7 agonist,5,15,.,-4,4,4

2 entries picked at random from the list so far:
#63 CC(C)CCNC(=O)C1=NN(C2CCS(=O)(=O)C2)C(=O)CC1 (stereo unspecified)
#64 CC(C)N(CC(=O)N(Cc1cccn1Cc1ccc(F)cc1)C1CCCCC1)C(=O)c1cc(Cl)cc(Cl)c1
Compound,63,64
hcGAS lum,-3,1
mcGAS lum,-4,1
NPYLR7 agonist,.,-4

The results go on.
#67 O=C(CSc1ccc(C(=O)NCC(c2ccccc2)c2ccccc2)cn1)c1ccc(Cl)cc1
#68 O=C(c1cc(=O)n(-c2ccccc2)[nH]1)N1CCCC(Nc2ccc(F)cc2)C1 (stereo unspecified)
#69 Cc1ccc2[nH]c(CCCNC(=O)c3c(Cl)cnn3C)nc2c1C
#70 [O-][n+]1ccccc1SCc1cc2c(cc1Br)OCO2
#71 COCCN1C(=O)C(C(C)C)NC12CCN(C(=S)Nc1cccc(Cl)c1)CC2 (stereo unspecified)
#72 Cc1ccc(Cl)cc1Nc1nc(C(=O)N(CCC(=O)NC2CC2)C2CC2)cs1
Compound,67,68,69,70,71,72
hcGAS lum,-4,-7,-6,-7,3,-7
mcGAS lum,.,-18,-11,.,.,.
NPYLR7 agonist,-6,20,1,0,5,5

Part of the list above, reduced to hcGAS lum and NPYLR7 agonist:
No. | SMILES | hcGAS lum | NPYLR7 agonist
68 | O=C(c1cc(=O)n(-c2ccccc2)[nH]1)N1CCCC(Nc2ccc(F)cc2)C1 (stereo unspecified) | -7 | 20
69 | Cc1ccc2[nH]c(CCCNC(=O)c3c(Cl)cnn3C)nc2c1C | -6 | 1
70 | [O-][n+]1ccccc1SCc1cc2c(cc1Br)OCO2 | -7 | 0
71 | COCCN1C(=O)C(C(C)C)NC12CCN(C(=S)Nc1cccc(Cl)c1)CC2 (stereo unspecified) | 3 | 5

(listing goes on)
#73 O=S(=O)(Oc1cc(Cl)ccc1-c1nc2ncccc2o1)c1cccc(C(F)(F)F)c1
#74 CN(C)CCNc1nc(Nc2ccc(F)cc2)c2nccnc2n1
#75 COC(=O)[C@@H]1CCCN1C(=O)CCC1(Cc2ccc(-c3ccccc3)cc2)CCC(=O)N1 (stereo partly specified)
#76 CCOc1ccccc1N1CCN(C(=O)C2CCCN(c3nc(Cc4ccc(Cl)cc4)ns3)C2)CC1 (stereo unspecified)
#77 Cc1sc2nc(CSc3nnc(C4CC4)n3C3CC3)[nH]c(=O)c2c1C
#78 CCCN(Cc1csc(COc2ccc(OC)cc2)n1)C(=O)c1cccs1
#79 CCn1c2c(=O)n(C)c(=O)n(C)c2n2c(-c3ccc(OCc4ccccc4)cc3)nnc12
#80 COc1ccccc1CCNC(=O)CN1CN(c2ccccc2)C2(CCN(S(=O)(=O)c3cccc(C(F)(F)F)c3)CC2)C1=O
Compound,73,74,75,76,77,78,79,80
hcGAS lum,-3,-3,0,-2,-9,-4,-2,0
mcGAS lum,-3,-5,.,-5,.,-5,.,1
NPYLR7 agonist,-2,7,2,28,-1,26,5,-4
